CHRM5 PAM – positive allosteric modulators of human muscarinic M5 receptor. P08912. CHO-K1 hM5, Fluo-8 calcium, ACh EC20 PAM; 0% = ACh EC20, 100% = ACh EC100. activation, % at 3 µM. AID 624038. 0.3% of 360,000 active;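 active = activation above the run cutoff, the mean activation of all test compounds plus 3 SD, cut at about 18% in these data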
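Probe or stimulus: acetylcholine, EC20 level; Assay system: human M5 receptor in CHO-K1 cells; Schedule: compound preincubation 140 s before EC20 acetylcholine addition; Technique: intracellular calcium via Fluo-8 fluorescence; Dosing: single-point, 3 µM nominal; Read-out basis: percent activation from peak-over-basal fluorescence ratio, scaled EC20-to-EC100 acetylcholine; Repeats: one well per compound, no replicates.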
M5 antag – blocks acetylcholine activation of human M5 receptor; CHO-hM5 cells, Fluo-8 calcium fluorescence, ACh EC80; inhibition, % at 3 µM; 0.59% of 360,000 active; AID 624040;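 active = inhibition above a per-plate cutoff, the mean of that plate's test compounds plus 3 SD, cut at about 27% in these data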;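 also: 0% = acetylcholine EC80 with DMSO and 100% = DMSO without agonist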
TAAR1 agonist – agonists of human TAAR1. 0.99% of 360,000 active. activation, % at 3 µM. CHO RD-HGA16 TAAR1, Fluo-8 calcium fluorescence; vehicle wells 0%, saturating PEA agonist 100%. AID 624467. Q96RJ0;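 active = activation above the mean activation of all test compounds in the run plus 3 SD, cut at about 38% in these data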
Target sequence (Q96RJ0 whole entry, looked up): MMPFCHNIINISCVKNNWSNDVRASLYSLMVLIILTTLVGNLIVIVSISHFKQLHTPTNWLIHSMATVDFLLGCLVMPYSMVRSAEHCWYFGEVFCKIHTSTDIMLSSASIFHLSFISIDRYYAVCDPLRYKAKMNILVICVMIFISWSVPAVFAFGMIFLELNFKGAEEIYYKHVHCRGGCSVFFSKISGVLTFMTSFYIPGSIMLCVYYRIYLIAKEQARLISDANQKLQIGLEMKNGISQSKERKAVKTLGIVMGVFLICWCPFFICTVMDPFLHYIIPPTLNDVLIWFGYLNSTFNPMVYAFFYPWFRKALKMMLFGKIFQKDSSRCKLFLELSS
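Repeats: no replicates (n 1) | Material: CHO-derived RD-HGA16 cells with stable Gα16 and human TAAR1 | Technique: Kinetic Fluo-8 calcium fluorescence | Schedule: 17-24 h seeding, 75 min 37 °C dye, 30 min RT | Evaluation: % activation from peak over basal fluorescence ratio, DMSO-to-PEA scaled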
M4 ag – CHRM4 agonism in calcium assay; activation, % at 3 µM; CHO-K1 hM4/Gqi5, Fluo-8 calcium fluorescence; vehicle 0%, full acetylcholine response 100%; P08173; 0.14% of 360,000 active;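 active = activation above the run mean over all test wells plus 3 SD, cut at about 32% in these data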;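 also: peak over basal fluorescence ratio per well then scaled between controls; 0% = DMSO wells and 100% = acetylcholine at EC100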
Target sequence (P08173 whole entry, looked up): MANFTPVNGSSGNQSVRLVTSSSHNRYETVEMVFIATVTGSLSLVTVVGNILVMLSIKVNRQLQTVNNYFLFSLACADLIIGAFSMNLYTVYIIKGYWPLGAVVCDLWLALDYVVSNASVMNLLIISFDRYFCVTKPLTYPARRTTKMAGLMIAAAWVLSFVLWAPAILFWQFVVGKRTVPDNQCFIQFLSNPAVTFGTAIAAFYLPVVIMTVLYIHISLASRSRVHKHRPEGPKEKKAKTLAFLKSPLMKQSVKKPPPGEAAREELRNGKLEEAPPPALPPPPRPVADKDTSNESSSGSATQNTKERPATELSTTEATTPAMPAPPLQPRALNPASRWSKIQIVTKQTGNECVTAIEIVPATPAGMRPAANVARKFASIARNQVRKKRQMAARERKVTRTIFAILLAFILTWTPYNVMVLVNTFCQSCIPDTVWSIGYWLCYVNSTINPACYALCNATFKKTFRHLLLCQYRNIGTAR
M1 PAM – positive allosteric modulators of human M1 muscarinic receptor | CHO-K1 hM1, Fluo-8 calcium fluorescence, ACh EC20; 0% = ACh EC20, 100% = maximal ACh | activation, % at 3 µM | 0.088% of 360,000 active; in the data active = activation above about 19%, passing the limit was not always enough
CHRM1 agonist – activates human CHRM1 receptor | P11229 | CHO-K1 hM1, Fluo-8 calcium fluorescence, agonist mode; 0% DMSO, 100% acetylcholine EC100 | activation, % at 3 µM | 0.33% of 360,000 active;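 active = activation above the run's mean compound activation plus 3 SD, cut at about 16% in these data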;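 also: peak over basal fluorescence ratio within a 140 s kinetic read after compound addition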
M1 antag – antagonists of human M1 muscarinic receptor; inhibition, % at 3 µM; CHO-K1 hM1, Fluo-8 calcium fluorescence, ACh EC80 antagonist; 1.3% of 360,000 active; AID 588852;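 active = percent inhibition above its own plate's cutoff, namely the mean of that plate's compound wells plus 3 SD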;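 also: peak over basal fluorescence ratio during 140 s after agonist addition; 0% = ACh EC80 plus DMSO and 100% = DMSO alone without agonist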
M4 antag – CHRM4 antagonism in calcium assay; CHO-hM4 cells, ACh EC80, Fluo-8 calcium fluorescence; P08173; inhibition, % at 3 µM; 0.73% of 360,000 active; AID 624125;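 active = inhibition above its plate's cutoff, the mean inhibition of sample wells plus 3 SD, cut at about 27% in these data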;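 also: 0% = acetylcholine EC80 with DMSO and 100% = DMSO without agonist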
CHRM5 agonist – agonists of human muscarinic M5 receptor (CHRM5) | P08912 | activation, % at 3 µM | CHO-K1 hM5 cells, Fluo-8 calcium fluorescence; 0% DMSO wells, 100% maximal acetylcholine response | 0.19% of 360,000 active;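 active = activation above the run's mean over test compounds plus 3 SD, cut at about 23% in these data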;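 also: signal is peak over basal fluorescence ratio across the kinetic read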
* = called active by the depositor; · = not tested or not shown; & = joins results of further samples.

SMILES	CHRM5 PAM	M5 antag	TAAR1 agonist	M4 ag	M1 PAM	CHRM1 agonist	M1 antag	M4 antag	CHRM5 agonist
COc1cc(/C=C2\CC(C(C)(C)C)C/C(=C\c3cc(OC)c(OC)c(OC)c3)C2=O)cc(OC)c1OC (stereo unspecified)	-4	-1	5	2	-5	-1	8	0	-1
COc1ccc(NC(=O)CS(=O)c2ccc(F)cc2)cc1 (stereo unspecified)	-3	2	1	1	9	-2	-4	4	-1
Cc1cccc(OCC(=O)N(Cc2ccco2)C2CCS(=O)(=O)C2)c1 (stereo unspecified)	5	-9	2	2	3	-2	-8	-31	-2
CN1CCN(S(=O)(=O)c2cccc(C(=O)N(Cc3nnc(-c4ccc(Cl)cc4)o3)C3CC3)c2)CC1	2	4	4	5	4	-3	-14	1	-2
O=C(c1ccco1)N1CCN(c2ccc(Cl)c(Cl)c2)CC1	-7	8	7	7	-14	-3	33*	14	6
Nc1nc(C(=O)N2CCOCC2)nn1C(=O)c1ccc(Cl)cc1	-2	4	0	1	-1	3	-3	-10	1
CN(CC(=O)Nc1ccncc1)S(=O)(=O)c1ccc(Br)cc1	-6	4	5	12	6	3	-6	-1	8
COc1ccc(NC(=O)CN(C)S(=O)(=O)c2ccc3c(c2)c(=O)n(C)c(=O)n3C)cc1	10	-16	2	2	11	-3	1	-8	-6
COc1ccc(C(CNC(=O)C(CCSC)NC(=O)c2ccccc2Cl)N2CCCCC2)cc1 (stereo unspecified)	4	3	5	1	0	-7	-1	8	-3
CCN1C(=O)[C@H]2[C@H]3CN=C(SCC4CC4)N3[C@@](Cc3ccccc3)(C(=O)OC)[C@H]2C1=O	2	-10	3	5	17	5	-15	-16	1
COc1cc(NS(=O)(=O)c2ccc(NC(=O)c3ccc(C)o3)cc2)nc(OC)n1	7	2	0	0	-1	-5	4	5	2
CC1(C)CN(c2ccc(Br)cc2Br)C1=O	5	-11	-3	0	16	-14	-13	-10	-4
O=C1C=CC(=O)c2c(O)c(CO)c(CO)c(O)c21	-5	15	3	1	8	1	-13	2	1
COc1ccc(NC(=O)N[C@H]2CC[C@@H](CC(=O)NC3CCC3)O[C@@H]2CO)cc1	-3	10	1	1	·	·	·	-2	0
COc1ccc(/C=C2/SC(c3ccc(C)cc3)=NC2=O)cc1OC	1	1	36	0	4	3	-6	5	2
Cc1cc(C)cc(NC(=O)C(c2ccccc2)N2CCCC2)c1 (stereo unspecified)	-3	3	6	1	-7	-8	4	8	-8
CC(=O)Oc1ccccc1C(=O)Nc1ccccc1C(=O)N1CCCCC1	16	-6	0	1	15	4	-14	4	-2
CCOC(=O)Nc1cccc(OCC(=O)Nc2ccc3c(c2)CCC3)c1	-11	7	2	4	-11	-7	4	4	-10
CC(C)c1ccc(NC(=O)c2ccc3snnc3c2)cc1	-5	18	-1	1	2	-4	-1	-10	-5
COc1ccc(S(=O)(=O)N2CCCCC2)cc1C(=O)NC1CCS(=O)(=O)C1 (stereo unspecified)	-3	1	3	2	0	-1	-7	-14	0

Sorted by the number under M1 antag (smallest number first): seven of the compounds above.
| SMILES | CHRM5 PAM | M5 antag | M4 ag | M1 PAM | CHRM1 agonist | M1 antag | M4 antag | CHRM5 agonist |
| --- | --- | --- | --- | --- | --- | --- | --- | --- |
| CCN1C(=O)[C@H]2[C@H]3CN=C(SCC4CC4)N3[C@@](Cc3ccccc3)(C(=O)OC)[C@H]2C1=O | 2 | -10 | 5 | 17 | 5 | -15 | -16 | 1 |
| CC(=O)Oc1ccccc1C(=O)Nc1ccccc1C(=O)N1CCCCC1 | 16 | -6 | 1 | 15 | 4 | -14 | 4 | -2 |
| Cc1cccc(OCC(=O)N(Cc2ccco2)C2CCS(=O)(=O)C2)c1 (stereo unspecified) | 5 | -9 | 2 | 3 | -2 | -8 | -31 | -2 |
| COc1ccc(/C=C2/SC(c3ccc(C)cc3)=NC2=O)cc1OC | 1 | 1 | 0 | 4 | 3 | -6 | 5 | 2 |
| COc1ccc(NC(=O)CS(=O)c2ccc(F)cc2)cc1 (stereo unspecified) | -3 | 2 | 1 | 9 | -2 | -4 | 4 | -1 |
| CC(C)c1ccc(NC(=O)c2ccc3snnc3c2)cc1 | -5 | 18 | 1 | 2 | -4 | -1 | -10 | -5 |
| CCOC(=O)Nc1cccc(OCC(=O)Nc2ccc3c(c2)CCC3)c1 | -11 | 7 | 4 | -11 | -7 | 4 | 4 | -10 |

(listing goes on)
SMILES	CHRM5 PAM	M5 antag	TAAR1 agonist	M4 ag	M1 PAM	CHRM1 agonist	M1 antag	M4 antag	CHRM5 agonist
Cc1ccc(NCCN(C)C)c2c(=O)c3cc(O)ccc3sc12	8	1	4	2	13	0	-6	-7	7
C/C(=N\NC(=O)Cc1ccccc1)c1ccc(Cl)s1	-2	6	0	1	14	-1	-16	-5	-3
Cc1cc(C)cc(NC(=O)Cn2nnc(C(=O)NCc3ccccc3Cl)c2N)c1	3	0	3	0	0	-3	-3	-22	-4
CCOC(=O)c1ccoc1CSCc1ccc(C(=O)OC)o1	5	-6	2	0	1	-7	-6	-11	-7
NC(=O)CC(NC(=O)c1ccccc1)c1ccc(NCCOc2ccccc2)c([N+](=O)[O-])c1 (stereo unspecified)	-1	12	15	6	2	-4	-2	5	0
O=C(COC(=O)c1n[nH]c2ccccc12)c1ccc(F)c(F)c1	4	-5	0	3	-2	-2	-3	-13	-3
N#Cc1nc(/C=C/c2ccccc2)oc1NCCCN1CCOCC1	4	6	0	0	4	-5	-2	4	-2
Cc1ccc(C(=O)OCC(=O)Nc2ccc3c(c2)OCO3)o1	20*	-7	9	1	9	-3	-16	-1	-6
CCc1ccc(NC(=O)NCc2cccnc2)cc1	1	4	2	0	6	-3	-10	-3	-3
NC(=O)C1=CC2C3C=CC2(O)C(=O)OC3O1 (stereo unspecified)	10	0	2	0	-2	-2	1	-2	0
NS(=O)(=O)c1ccc(CNc2nc(-c3cccnc3)nc3ccccc23)cc1	-3	17	0	5	-9	-11	5	2	-4
Cc1c(O)ccc2c(CN3CCN(C/C=C/c4ccccc4)CC3)cc(=O)oc12	-10	16	10	7	-15	-5	24	4	-7
COC(=O)CN1C(=O)C(C)=C(c2ccc(C)cc2)S1(=O)=O	9	-5	8	0	3	-8	3	-6	0
CCC(=O)N1CCc2cc(S(=O)(=O)CCC(=O)Nc3ccc(CC)cc3)ccc21	1	-1	0	1	5	-2	-5	2	-3
Cc1ccc(C(=O)NC(=S)Nn2cnnc2)cc1	-7	6	1	0	4	-5	-4	-3	-2
CCCNC(=O)NC(=O)CSc1nc2ccccc2c(=O)n1Cc1ccncc1	1	-11	-1	0	6	0	-7	-11	-3
CCN(c1cccc2ccccc12)S(=O)(=O)c1cccs1	-16	2	12	-2	-3	-7	9	-9	-10
CCN1CCN(C(=O)C(=O)c2c(C)[nH]c3ccccc23)CC1	3	10	1	2	9	-5	-13	-4	-4
CC(=O)Nc1ccc(NC(=O)C(C)OC(=O)CCCN2C(=O)c3cccc4cccc(c34)C2=O)cc1 (stereo unspecified)	3	-5	10	1	13	0	-16	-20	4
O=C(NNC(=O)c1cnccc1C(F)(F)F)c1ccc(Cl)cc1	-5	8	0	0	1	-2	-2	-1	1
CCCCCc1ccnc(CC(=O)c2ccc(OC)cc2)c1	-5	6	1	1	-11	-9	19	19	-5
COc1cccc(OCC(O)CN2CCN(C(c3ccccc3)c3ccccc3)CC2)c1 (stereo unspecified)	-28	3	-1	2	-19	-8	26	-5	-16
CC12CCC(C(=O)O)(C/C1=N\O)C2(C)C (stereo unspecified)	-1&7	3&-7	11&7	1&1	7&8	-2&-1	0&-27	-1&-5	-1&4
CC(=O)N1CCc2c(sc(NC(=O)CN3C(=O)c4ccccc4C3=O)c2C(N)=O)C1	-2	0	3	-2	11	2	-10	-15	3
COc1ccc2nc(NC(=O)C3COc4ccccc4O3)sc2c1 (stereo unspecified)	-1	-2	0	6	2	-4	-10	-4	-1
COC(=O)c1sc(S(=O)(=O)Nc2ccc(C)cc2)c(C(=O)OC)c1C	-2	2	2	-3	6	-8	-12	4	-5
O=C(CCCCC(=O)OCC1CCCO1)OCC1CCCO1 (stereo unspecified)	2	11	3	1	-8	-2	14	-9	6
CC1=C(C(=O)Nc2ccc(C)cc2C)C(c2ccc(C)o2)NC(=S)N1 (stereo unspecified)	5	-11	5	-1	11	2	-17	-14	0
CC1(C)Cc2nc3sc4c(N(CCO)CCO)nnnc4c3cc2CO1	4	0	4	6	2	-3	1	-2	0
COC[C@@H]1CCCN1c1ccc2c(c1)O[C@H](COCc1ccccc1)CN([C@@H](C)c1ccccc1)S2(=O)=O	0	-5	0	-1	·	·	·	-9	-2
CCc1nc2c(OCC(=O)C(C)(C)C)cccn2c1N(C=O)Cc1ccccc1	-3	5	8	2	1	-3	-10	4	0
COc1cc(C(=O)N(C)C2CCCN(Cc3ccccc3F)C2)cc(OC)c1OC (stereo unspecified)	8	3	2	0	10	-8	-26	0	-2
COc1ccc(-c2ccc(N(C)C)cc2)cc1[C@H]1[C@@H]2C=CCC[C@@]2(C)C(=O)N1Cc1ccccc1	11	-5	0	0	6	-3	1	-18	3
Cc1ccc(N2C(=O)C3C4C=CC(CNC(=S)N5CCN(c6cccc(C)c6)C(C)C5)(O4)C3C2=O)cc1 (stereo unspecified)	2	3	-1	2	6	-4	-12	-10	-7
Cc1csc(=O)n1CCC(=O)OC(C)C(=O)NCc1ccccc1 (stereo unspecified)	5	0	1	1	10	-3	-19	-11	3
CCOC1=C2CN(S(=O)(=O)c3ccc(C)cc3)C(c3ccc(CC)cc3)CC2n2c(=O)n(-c3ccccc3)c(=O)n2C1 (stereo unspecified)	-7	7	0	1	·	·	·	6	2

Record cards (already shown). Order of screens: CHRM5 PAM, M5 antag, TAAR1 agonist, M4 ag, M1 PAM, CHRM1 agonist, M1 antag, M4 antag, CHRM5 agonist
CCCCCc1ccnc(CC(=O)c2ccc(OC)cc2)c1 across the screens: -5, 6, 1, 1, -11, -9, 19, 19, -5
CCCNC(=O)NC(=O)CSc1nc2ccccc2c(=O)n1Cc1ccncc1 across the screens: 1, -11, -1, 0, 6, 0, -7, -11, -3
O=C(c1ccco1)N1CCN(c2ccc(Cl)c(Cl)c2)CC1 across the screens: -7, 8, 7, 7, -14, -3, 33*, 14, 6
CN(CC(=O)Nc1ccncc1)S(=O)(=O)c1ccc(Br)cc1 across the screens: -6, 4, 5, 12, 6, 3, -6, -1, 8
N#Cc1nc(/C=C/c2ccccc2)oc1NCCCN1CCOCC1 across the screens: 4, 6, 0, 0, 4, -5, -2, 4, -2

Source: PubChem BioAssay (The Scripps Research Institute Molecular Screening Center)

These rows are one share of the data (hit frequency here may not be typical).
